FAS-TE inh = blocks the thioesterase domain of human fatty acid synthase; P49327; recombinant FAS-TE, OMFH fluorogenic substrate, fluorescence endpoint; inhibition, % at 15 µM; 0.67% of 360,000 active; AID 602261;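 active means compounds whose normalised, plate-corrected inhibition of enzyme fluorescence in the single-dose primary screen is 50% or more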;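 further: 0% = DMSO with enzyme and 100% = substrate without enzyme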
SKN-1 block = blocks SKN-1 activity in C. elegans; C. elegans VP596 Pgst-4::GFP/RFP ratio, acrylamide-induced, 24 h; inhibition, % at 21.8 µM; 0.49% of 360,000 active;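 active means interference check ratio from 0.5 to 1.5 plus GFP to RFP signal ratio inhibition reaching or exceeding a fixed threshold, cut at about 30% in these data, passing the limit was not always enough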; further: some compounds called inactive have numbers as strong as hits
NadD inh = inhibitors of Staphylococcus aureus NadD | 0.78% of 360,000 active | inhibition, % at 20 µM | purified NadD enzyme, colorimetric absorbance read-out | AID 602399; in the data active means inhibition above about 26%; further: some compounds past the cut are filed as inactive
Rpn11 block = Rpn11 (human) deubiquitinase inhibition; O00487; human 26S proteasome, Ub4-pepOG fluorescence polarization; 20S core pre-blocked with epoxomicin; calls only at 20 µM; 0.59% of 360,000 active;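 active means inhibition at 20 µM, scaled to each plate's controls, above about 33%, limit read from the data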
Target sequence (O00487 whole entry, looked up): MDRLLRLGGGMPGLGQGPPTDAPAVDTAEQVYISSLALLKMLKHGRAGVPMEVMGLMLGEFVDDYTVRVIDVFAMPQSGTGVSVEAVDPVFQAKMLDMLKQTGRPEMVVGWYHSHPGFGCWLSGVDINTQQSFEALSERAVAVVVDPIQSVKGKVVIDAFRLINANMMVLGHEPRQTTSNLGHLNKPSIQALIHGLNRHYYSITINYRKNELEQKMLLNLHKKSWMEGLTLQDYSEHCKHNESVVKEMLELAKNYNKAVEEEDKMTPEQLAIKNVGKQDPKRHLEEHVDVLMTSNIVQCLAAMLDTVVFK
Rin1 Abl inh = human Rin1-Abl interaction inhibition | inhibition, % at 7.35 µM | TR-FRET Rin1/Abl binding, biochemical | P00519+Q13671 | AID 588664 | 0.4% of 360,000 active; in the data active means inhibition above about 5%, passing the limit was not always enough
CSN inh = CSN deneddylation inhibition; Q92905; Purified CSN, SCF-Nedd8-OG deneddylation, fluorescence polarization; inhibition, % at 12.5 µM; 0.38% of 360,000 active; AID 651999;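 active means pattern-corrected inhibition above about 35%, with an unprinted fluorescence ratio check between 0.5 and 1.5, limit read from the data, passing the limit was not always enough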;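 further: 0% = enzyme with substrate and 100% = substrate without enzyme; some results filed as inactive read as strong as hits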
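assay system = purified human Csn5 enzyme expressed in HEK293T cells | amount = 0.24 nM enzyme | buffer or medium = Tris/NaCl/DTT buffer, pH 7.5 | reagent = 10 nM SCFSkp2-Nedd8OG | compound = one concentration, 12.5 µM, 0.25% DMSO | times = 90 min reaction at room temperature | signal = FP | read-out basis = % inhibition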
Neddylation inh = blocks human cullin neddylation | calls only at 25 µM | AID 651699 | P61081+Q13564 | TR-FRET cullin neddylation, biochemical | 0.58% of 360,000 active; in the data active means inhibition above about 36%
PABP1 MLLE inh = inhibitors of microRNA-mediated deadenylation, human PABP1 MLLE binding | P11940 | GST-MLLE / FITC-PAM2 fluorescence polarization | inhibition, % at 20 µM | 0.36% of 360,000 active | AID 588489; in the data active means inhibition above about 35%, passing the limit was not always enough;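 further: plate controls were DMSO wells with GST-MLLE for no effect and wells lacking GST-MLLE protein for full effect; some results filed as inactive read as strong as hits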
Target sequence (P11940 whole entry, looked up): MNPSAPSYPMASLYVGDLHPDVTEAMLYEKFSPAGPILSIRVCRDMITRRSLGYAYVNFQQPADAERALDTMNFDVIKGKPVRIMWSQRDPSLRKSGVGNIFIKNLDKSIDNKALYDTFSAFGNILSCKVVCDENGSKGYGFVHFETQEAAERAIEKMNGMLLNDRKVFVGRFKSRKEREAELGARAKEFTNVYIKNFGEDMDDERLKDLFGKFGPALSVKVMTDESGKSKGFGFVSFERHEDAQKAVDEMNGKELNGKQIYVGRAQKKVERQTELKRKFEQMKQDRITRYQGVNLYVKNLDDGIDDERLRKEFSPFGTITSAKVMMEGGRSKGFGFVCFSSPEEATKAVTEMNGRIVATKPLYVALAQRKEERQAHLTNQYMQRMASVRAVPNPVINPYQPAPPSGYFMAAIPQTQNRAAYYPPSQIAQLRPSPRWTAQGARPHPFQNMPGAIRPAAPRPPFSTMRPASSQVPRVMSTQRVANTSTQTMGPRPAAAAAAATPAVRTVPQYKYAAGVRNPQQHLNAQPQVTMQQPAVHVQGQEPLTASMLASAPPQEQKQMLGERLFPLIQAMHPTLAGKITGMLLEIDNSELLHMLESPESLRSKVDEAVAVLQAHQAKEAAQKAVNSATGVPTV
MT1-MMP act inh = inhibitors of human MT1-MMP activation; P50281; HT1080 RFP-PRO-GFP cells, GFP/RFP ratio fluorescence, overnight; percent of plate control window, DMSO zero; GFP/RFP ratio change, % at 20 µM; 0.061% of 360,000 active; AID 651647;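 active means GFP/RFP ratio change of at least 30% with cell ATP level not reduced by more than half and red fluorescence within 50% of control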; further: strong numbers were not always called active
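Assay system: RFP-PRO-GFP reporter HT1080 cells; read-out basis: GFP/RFP fluorescence ratio; benchmarks: DMSO wells and RFP-L50D-GFP cells; doses: 20 µM single dose, 1% DMSO; schedule: overnight cell settling, then overnight compound exposure, 37 °C, 5% CO2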
Active calls of the source: *; i = inactive; · = no result given; + = active, no number.

Results follow in this order: FAS-TE inh, SKN-1 block, NadD inh, Rpn11 block, Rin1 Abl inh, CSN inh, Neddylation inh, PABP1 MLLE inh, MT1-MMP act inh
CC1CCN(C(=O)CSc2nnc(Cc3cccn3C)n2CCc2ccccc2)CC1
  1.7, 6.5, 6.3, i, 0.8, 0.3, i, -72.7, -4.3
c1ccc(C[C@H]2CNCCN2CCC23CC4CC(CC(C4)C2)C3)cc1
  -9.7, 7.6, -3.6, i, -0.8, 2.0, i, 7.2, 0.5
c1ccc(-c2nnc(OCC3CCCO3)c3ccccc23)cc1 (stereo not drawn)
  -1.4, 5.3, -1.3, i, 2.6, 0.0, i, 8.4, -1.0
Cc1cc(NC(=O)CSCC(=O)N2CCN(c3cccc(C(F)(F)F)c3)CC2)no1
  -1.0, 14.2, 2.8, i, 1.2, 0.5, i, -0.6, -2.6
Cc1cccc(C)c1NC(=O)C1CC(=O)N(C(C)C)C1 (stereo not drawn)
  -4.7, 2.5, -1.0, i, 0.1, -3.9, i, -6.6, 2.3
Cc1cccc(OCc2nnc(SCC(=O)NCCc3ccccc3)o2)c1
  -3.9, 1.1, 2.9, i, 1.3, -0.3, i, -4.7, -3.2
Cc1ccc(C(=O)NNS(=O)(=O)c2ccc(F)cc2)cc1
  -4.7, -5.3, -1.9, i, 1.7, -3.6, i, -0.4, -3.2
CCOc1cc(/C=C/c2ccc3cccc([N+](=O)[O-])c3n2)ccc1OCC(=O)N(C)C
  8.0, -1.2, -1.2, i, -1.8, -5.1, i, -7.6, -3.5
Cc1ccc(OCc2nnc(SCC(=O)NCc3ccco3)n2C)cc1
  -5.5, 11.7, 1.6, i, 1.0, 2.5, i, -14.4, 8.2
CN(C)S(=O)(=O)c1ccc(NC(=O)CN2CCCc3ccccc32)cc1
  -1.7, 4.1, 4.3, ·, -1.9, 10.1, i, -51.0, -14.4

Two entries drawn at random from those above, as already listed:
Results follow in this order: FAS-TE inh, SKN-1 block, NadD inh, Rpn11 block, Rin1 Abl inh, CSN inh, Neddylation inh, PABP1 MLLE inh, MT1-MMP act inh
CN(C)S(=O)(=O)c1ccc(NC(=O)CN2CCCc3ccccc32)cc1
  -1.7, 4.1, 4.3, ·, -1.9, 10.1, i, -51.0, -14.4
Cc1cccc(OCc2nnc(SCC(=O)NCCc3ccccc3)o2)c1
  -3.9, 1.1, 2.9, i, 1.3, -0.3, i, -4.7, -3.2

The listing continues:
Results follow in this order: FAS-TE inh, SKN-1 block, NadD inh, Rpn11 block, Rin1 Abl inh, CSN inh, Neddylation inh, PABP1 MLLE inh, MT1-MMP act inh
COc1cc(C(=O)N/N=C/c2sc(N3CCOCC3)nc2-c2ccccc2)cc(OC)c1OC
  -0.9, 0.3, -4.8, i, -3.5, 2.9, +, -6.8, -0.7
CC(=O)c1c(C)[nH]c(C(=O)COC(=O)CCNS(=O)(=O)c2ccc(C)c(C)c2)c1C
  -1.3, -2.0, 0.9, i, 2.2, 2.7, i, -15.7, -3.4
COC(=O)C1CCCN1C(=O)COc1ccc(Br)cc1Cl (stereo not drawn)
  -4.5, -2.2, 0.2, i, 1.9, -8.7, i, 11.8, 3.3
CC(=NCC1CCCO1)C1=C(O)CC(C)(C)CC1=O (stereo not drawn)
  2.2, -10.7, 6.7, i, -1.1, 1.5, i, 6.9, 4.5
O=C(c1cccc(F)c1)N1CCCN(C(=O)c2cccc(F)c2)CC1
  -6.3, -8.2, -1.9, i, 1.1, -2.8, i, 5.6, -6.1
CCN(CC)C(=O)C(C)OC(=O)c1ccc(O)cc1 (stereo not drawn)
  -15.1, 17.2, -3.2, i, 3.3, -1.7, i, -9.7, 0.7
CCCCCc1cc(=O)oc2c(C(CCN3CCCC(C)C3)c3ccc(OC)cc3)c(OC)cc(OC)c12 (stereo not drawn)
  4.8, -0.3, 9.5, i, -0.7, -4.4, ·, -4.8, -3.2
O=C(NNC(=O)c1cc2cc3ccccc3nc2s1)c1cccc(Cl)c1
  -10.4, -28.5, 27.5, i, 0.7, 22.8, i, -8.7, 0.2
Nc1nc(-c2ccccc2)cc(-c2ccccc2O)n1
  18.6, 1.8, -2.3, i, 7.7, 2.9, i, -6.0, -8.1
COc1cccc(NCCC(=O)c2cccc([N+](=O)[O-])c2)c1
  30.4, 2.7, 0.3, i, -2.5, -4.8, i, 8.8, 3.4
CC(=O)Nc1ccc2c(COC(=O)[C@H](C)N3C(=O)C4CCCCC4C3=O)cc(=O)oc2c1 (stereo partly drawn)
  -4.0, 4.8, -5.1, i, -3.2, 4.0, ·, -6.7, -1.4
OCCCCCCNc1ccc(CCO)cc1
  -8.4, 4.4, -7.3, i, 2.5, -1.9, i, 1.9, 5.7
Cc1ccc(C2CC(c3ccccc3Cl)n3nc(N)nc3N2)cc1 (stereo not drawn)
  -2.2, -3.0, 1.7, i, 0.8, 3.0, i, -5.9, 0.4
COc1cc(OC)cc(C2=Cc3ccccc3C(CC(=O)c3ccco3)N2c2ccc(-c3cncnc3)cc2)c1 (stereo not drawn)
  23.3, 2.4, 7.2, ·, ·, -1.8, i, ·, -5.2
C=CCNc1sc(C(=O)C(C)(C)C)c(N)c1C#N
  -0.9, 13.8, 1.4, i, -2.3, 1.9, i, -16.3, 1.6
CCN(CC(=O)Nc1cc(Cl)ccc1-n1cncn1)Cc1nc2ccccc2c(=O)[nH]1
  -1.2, -1.6, -5.5, i, 4.3, -2.7, i, -5.3, -2.4
CC(C)(C)c1ccc(C(=O)N2CCC2(C)C(=O)Nc2cccc3ncccc23)cc1 (stereo not drawn)
  5.4, 9.4, 3.1, i, -4.5, 4.4, i, -2.1, -0.1
N#C/C(=C\c1c(F)cccc1Cl)C(=O)NC1CC1
  12.8, -1.0, -1.8, i, 1.9, -5.4, i, 15.4, -10.9
COc1cc(OC)cc(C(=O)N2CCN(C(=O)COc3ccc4ccccc4c3)CC2)c1
  4.6, 7.3, 2.7, i, -0.5, 1.0, i, -14.8, -0.4
C=CCNC(=O)C1CC2Cn3c(nc4cc(C)c(C)cc43)C2N1C (stereo not drawn)
  -5.3, 2.0, 1.3, i, -2.4, -6.4, i, -0.1, 1.7

(more compounds)
compound	FAS-TE inh	SKN-1 block	NadD inh	Rpn11 block	Rin1 Abl inh	CSN inh	Neddylation inh	PABP1 MLLE inh	MT1-MMP act inh
CN(CCCC1CCCC1)C(=O)CC1C(=O)NCCN1Cc1cccc(F)c1F (stereo not drawn)	22.4	12.3	1.9	i	4.2	3.7	i	-11.9	-2.7
Cc1sc2ccccc2c1CNC[C@H]1O[C@@H](n2cnc(C(N)=O)n2)[C@H](O)[C@@H]1O	-11.2	-7.4	-1.0	i	-0.7	-0.4	i	-2.6	1.9
O=[N+]([O-])c1ccc(N=Cc2c(O)ccc3ccccc23)cc1	-5.1	5.9	-7.6	i	-4.0	-0.6	i	-14.8	0.9
O=C(c1ccccc1)c1coc2ccc(O)c(Cl)c12	-4.8	-11.3	-8.8	i	1.3	-6.5	i	0.7	-1.5
O=C(NCC1CCCO1)c1ccccc1-c1nc(-c2ccc(Cl)cc2)no1 (stereo not drawn)	7.7	11.3	-10.3	i	1.5	3.4	i	2.9	-4.2
COc1ccc(Oc2cc(C)c3cccc(C)c3n2)cc1	23.6	1.8	13.9	i	4.2	3.0	i	2.8	-1.8
Cc1ccccc1CC1(CO)CCCN(C(=O)c2ccccc2Cl)C1 (stereo not drawn)	-1.5	7.6	-9.3	i	1.8	1.5	i	-5.7	-1.7
C[C@@H](NC(=O)c1nc[nH]c1C(=O)OCc1ccccc1)c1ccccc1	11.5	5.6	4.4	i	-0.7	-1.6	i	-4.8	11.7
O=C1CN(C(=O)Cn2ncc(Cl)c(Cl)c2=O)c2ccccc2N1	0.6	-11.7	0.3	i	-3.3	-0.4	i	-7.8	-7.1
Cc1cc(Br)ccc1SCC(=O)OCC(=O)NCc1ccc2c(c1)OCO2	6.5	4.4	-6.3	i	2.5	-0.2	i	9.7	1.0

Marked active in Neddylation inh, among the entries above:
canonical_smiles,SKN-1 block,NadD inh,Rpn11 block,Rin1 Abl inh,CSN inh,Neddylation inh,PABP1 MLLE inh,MT1-MMP act inh
COc1cc(C(=O)N/N=C/c2sc(N3CCOCC3)nc2-c2ccccc2)cc(OC)c1OC,0.3,-4.8,i,-3.5,2.9,+,-6.8,-0.7

Next compounds.
compound	FAS-TE inh	SKN-1 block	NadD inh	Rpn11 block	Rin1 Abl inh	CSN inh	Neddylation inh	PABP1 MLLE inh	MT1-MMP act inh
CCc1nc2c(OCc3ccc(Cl)cc3)cccn2c1N(C=O)Cc1ccccc1	63.8*	5.7	7.7	i	-0.6	-3.0	i	-6.4	-0.8
COc1ccc(CN2CCN(Cc3ccco3)CC2)cc1OC	-6.2	9.0	1.2	i	1.9	-1.0	i	-1.5	1.1
COc1ccc(C(=O)O)cc1S(=O)(=O)N1CCSCC1	-7.5	6.8	1.2	i	-0.8	2.8	i	3.8	1.4
c1ccc(-c2nc(NCCCn3ccnc3)c3oc4ccccc4c3n2)cc1	-10.4	13.5	6.3	i	4.4	-1.0	i	-1.6	-4.5
CN(C)c1ccc(/C=C/C(=O)c2ccc3c(c2)OCCO3)cc1[N+](=O)[O-]	10.2	7.4	-3.6	i	-2.2	7.0	i	3.9	9.6
CC(C)c1c(C(=O)N/N=C/c2ccoc2)nnn1-c1nonc1N	-3.4	5.4	4.1	i	-1.2	2.0	i	-9.1	4.1
COCCN1C(=O)C(=O)/C(=C(/O)c2ccc(S(=O)(=O)N3CCOCC3)cc2)C1c1cccc(O)c1 (stereo not drawn)	-3.1	-6.9	-6.1	i	1.8	2.8	i	4.4	1.7
COc1ccc(NC(=O)NNC(=O)C(C)Oc2ccc(C(C)C)cc2)c(OC)c1 (stereo not drawn)	1.2	9.6	-2.1	i	-1.9	-0.6	i	5.3	-1.6
COc1cccc(C2NC(=O)NC(C)=C2C(=O)Nc2cccc(C)c2C)c1 (stereo not drawn)	-0.9	9.9	1.1	i	0.8	-0.7	i	6.2	6.6
C[C@@H]1CN([C@H](C)CO)C(=O)Cc2cc(NS(=O)(=O)c3ccc(Cl)cc3)ccc2O[C@H]1CN(C)Cc1ccc(C(F)(F)F)cc1	25.6	10.9	-0.7	i	0.7	6.3	i	4.7	-5.3
Cc1oc2c(C)c3oc(=O)c(CCC(=O)NCCCN4CCOCC4)c(C)c3cc2c1C	-2.5	3.4	-4.5	i	-2.5	-0.4	·	0.0	4.4
Cc1nsc2nc3c(F)c(F)c(F)c(F)c3cc12	8.4	17.0	3.2	i	-1.8	1.6	i	-6.1	-5.9
N#C/C(=C/c1ccccc1)c1nn(CCO)c(N)c1C#N	-3.6	5.0	0.9	i	-4.0	0.5	i	-14.0	-4.9
Cc1ccc(Cl)cc1NS(=O)(=O)c1cn(C)nc1C	-0.7	11.8	-3.7	i	0.5	-0.6	i	4.0	-3.4
COC(=O)c1ccc(Oc2nc(SC)nc(N(C)C)n2)cc1	8.5	1.1	3.4	i	-0.2	2.4	i	0.9	1.5
C#CCN(C[C@@H]1[C@@H](OC(=O)NCc2ccco2)[C@@H](OC(=O)NCc2ccco2)CN(C(=O)OC(C)C)N1C(=O)OC(C)C)S(=O)(=O)c1ccc(C)cc1	15.8	-4.0	-0.8	i	0.0	2.1	i	-9.9	-1.3

This is a random part of the collection; about 3.9% have a hit in one of these screens.
